GDH-TPI inh: counter-screen for M. tuberculosis FBA inhibitors: GDH-TPI coupled enzymes; GDH-TPI coupled enzyme counterscreen, NADH absorbance; inhibition, % at 4.8 µM; 360,000 tested, 1.2% active; AID 588335; in the data active = inhibition above about 30%;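 note: 0% = DMSO wells and 100% = wells lacking the enzyme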
UGM FP inh: inhibitors of M. tuberculosis UDP-galactopyranose mutase | P9WIQ1 | purified UGM, fluorescence polarization probe displacement | inhibition, % at 10 µM | 320,000 tested, 0.06% active | AID 504406; in the data active = inhibition above about 10%, passing the limit was not always enough; inconclusive = no clear call, values can overlap the other calls
Target sequence (P9WIQ1 whole entry, looked up): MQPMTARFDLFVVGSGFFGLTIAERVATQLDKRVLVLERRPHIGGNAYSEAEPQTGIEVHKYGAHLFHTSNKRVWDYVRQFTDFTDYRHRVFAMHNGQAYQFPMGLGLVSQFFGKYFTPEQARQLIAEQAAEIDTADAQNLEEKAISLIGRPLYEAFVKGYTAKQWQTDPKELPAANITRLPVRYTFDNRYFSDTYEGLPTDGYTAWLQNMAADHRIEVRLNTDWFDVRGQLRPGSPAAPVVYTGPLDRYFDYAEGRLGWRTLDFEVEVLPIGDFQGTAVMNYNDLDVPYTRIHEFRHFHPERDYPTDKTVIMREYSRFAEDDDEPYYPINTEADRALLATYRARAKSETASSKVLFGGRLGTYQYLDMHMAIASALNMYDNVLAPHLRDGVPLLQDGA
BioA inh: blocks M. tuberculosis BioA enzyme activity; purified M. tuberculosis BioA enzyme, plate reader; inhibition, % at 9.99 µM; 360,000 tested, 0.096% active; AID 602481; in the data active = inhibition above about 40%; inconclusive = no clear call, values can overlap the other calls
FBA Mtb inh: inhibits M. tuberculosis FBA enzyme. inhibition, % at 1 µM. AID 588726. 360,000 tested, 2.3% active. purified M. tuberculosis FBA, fluorescence read-out; in the data active = inhibition above about 27%;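 note: 0% = vehicle and 100% = reference inhibitor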
Target sequence (P9WQA3 whole entry, looked up): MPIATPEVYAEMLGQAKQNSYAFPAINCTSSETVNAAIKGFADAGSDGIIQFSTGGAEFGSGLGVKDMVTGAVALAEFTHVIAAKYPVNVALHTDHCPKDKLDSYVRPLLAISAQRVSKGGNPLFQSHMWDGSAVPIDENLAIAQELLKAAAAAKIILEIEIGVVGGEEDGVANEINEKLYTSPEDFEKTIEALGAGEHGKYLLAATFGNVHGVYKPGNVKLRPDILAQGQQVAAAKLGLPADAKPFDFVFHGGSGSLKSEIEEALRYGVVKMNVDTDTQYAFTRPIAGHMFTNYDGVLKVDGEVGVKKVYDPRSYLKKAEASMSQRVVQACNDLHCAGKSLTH
PfHsp40 yeast: compounds rescuing yeast from Plasmodium falciparum HSP40 toxicity; 340,000 tested, 0.68% active; growth rescue, % at 12.5 µM; S. cerevisiae expressing PfHsp40, growth rescue, ATP luminescence; in the data active = growth rescue above about 28%, passing the limit was not always enough; inconclusive = no clear call, values can overlap the other calls;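 note: yeast W303a lacking pdr1 and pdr3 grown in galactose medium; growth measured after three days at 30 °C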
BoNT-F LC inh: blocks Botulinum neurotoxin F light chain protease; Multiplex microsphere protease cleavage assay, flow cytometry; inhibition, % at 10 µM; 360,000 tested, 0.22% active; in the data active = inhibition above about 35%, passing the limit was not always enough; inconclusive = no clear call, values can overlap the other calls; note: plate controls were buffer without enzyme for full effect and enzyme alone for no effect
FadD28 binding: blocks FadD28 binding to the bisubstrate probe; fluorescence polarization; inhibition, % at 12.5 µM; 360,000 tested, 0.22% active; in the data active = inhibition above about 8.5%, passing the limit was not always enough; inconclusive = no clear call, values can overlap the other calls
BoNT A protease: BoNT A light chain protease inhibition. multiplex microsphere protease substrate cleavage, flow cytometry. inhibition, % at 10 µM. 360,000 tested, 0.17% active; note: plate controls were buffer without enzyme for full effect and enzyme alone for no effect
Anthrax LF inh2: anthrax lethal factor protease inhibition | 360,000 tested, 0.12% active | AID 588501 | multiplex microsphere protease cleavage assay, LF | P15917 | inhibition, % at 10 µM; note: plate controls were buffer without enzyme for full effect and enzyme alone for no effect
* marks the source's active call; other numbers are inactive results; ? = inconclusive; . = not tested or not shown. Cut-off read from the data, not from the text of the source, unless noted: active = inhibition above about 30%; inconclusive = no clear call, values can overlap the other calls; inactive = below that.

SMILES	GDH-TPI inh	UGM FP inh	BioA inh	FBA Mtb inh	PfHsp40 yeast	BoNT-F LC inh	FadD28 binding	BoNT A protease	Anthrax LF inh2
O=c1c2ccccc2nnn1Cc1ccc(Br)cc1	-1.2	-2.9	0.7	0.0	5.0	-2.4	-4.7	-0.7	3.3
NC(=O)c1csc(CCNC(=O)c2ccccc2)n1	-0.9	.	-0.2	-2.5	.	0.2	-3.5	-0.5	5.4
O=C(NCC1CCS(=O)(=O)C1)Oc1ccccc1 (configuration not stated)	7.5	-4.9	-1.3	2.0	1.9	-10.8	-0.2	-3.5	2.9
CCOC(=O)Cn1c(=NC(=O)c2nc3ccccc3s2)sc2cc(S(N)(=O)=O)ccc21	20.4	-1.1	-0.1	0.8	-0.9	21.8	-0.9	1.8	0.1
CC(c1ccco1)N(C(=O)c1ccc(C#N)cc1)c1ccccn1 (configuration not stated)	4.6	2.2	-0.5	-0.4	-0.1	-3.8	-0.6	-0.5	4.3
Cn1c(=O)c2c(ncn2CC(=O)N/N=C/C(Cl)=C/c2ccccc2)n(C)c1=O	14.0	2.8	.	-0.2	-0.7	-6.8	-0.2	-0.2	0.1
O=S(=O)(N=C1C=CC(=NS(=O)(=O)c2ccccc2)c2ccccc21)c1ccccc1	14.3	.	-1.4	1.0	.	0.8	0.3	0.5	0.9
O=C1NC2CCCCC2C(=O)N1OS(=O)(=O)c1ccccc1 (configuration not stated)	5.3	.	-0.3	1.9	2.6	-2.8	0.3	0.4	5.1
CC1=CS(=O)(=O)CC1Sc1nc2ccccc2[nH]1 (configuration not stated)	7.4	-0.3	-0.6	1.1	-0.8	-11.7	-0.6	-0.5	-6.6
Cc1ccc(S(=O)(=O)N(C)C)cc1-n1c(SCC(=O)Nc2ccc(F)cc2)nc2ccccc2c1=O	6.5	-1.4	.	1.6	2.3	-4.8	-0.6	0.1	-0.7
CCCC(=O)Nc1sc(-c2ccccc2)c(-c2ccccc2)c1C(=O)O	14.0	-0.3	.	3.1	-0.8	?	1.2	?	14.4
N#Cc1c(N)nc2c(c1-c1ccc3c(c1)OCO3)CCCCCC2	4.2	3.3	-0.8	2.8	0.8	-1.3	-4.6	0.5	1.4

The listing continues.
SMILES	GDH-TPI inh	UGM FP inh	BioA inh	FBA Mtb inh	PfHsp40 yeast	BoNT-F LC inh	FadD28 binding	BoNT A protease	Anthrax LF inh2
CSc1nc2ccc(NC(=O)c3ccc(=O)[nH]c3)cc2s1	7.0	2.6	-0.7	0.3	-0.6	5.9	-4.4	2.0	0.7
CCC(NC(=O)COC(=O)C1CC2CCCC(C1)C2=O)c1ccc(Br)cc1 (configuration not stated)	-4.9	-0.3	2.0	-1.5	-0.5	-6.5	-8.3	-2.6	-0.7
O=C(/C=C/c1ccccc1)N/C(=C/c1ccccc1)C(=O)NCCO	13.2	0.2	.	-3.3	1.1	6.5	-0.5	2.0	1.2
CC1=C(C(=O)Nc2ccccc2)C(c2ccc(C(C)C)cc2)N2C(=O)CSC2=N1 (configuration not stated)	23.5	5.9	-1.2	-2.8	-0.4	-7.2	-5.6	-0.3	-4.1
O=c1c2ccccc2nc(CSc2ncnc3nc[nH]c23)n1-c1ccc(Cl)c(Cl)c1	-3.7	4.2	0.4	-8.5	-1.3	-12.2	-4.5	0.7	3.2
CCS(=O)(=O)Nc1cccc(C(=O)CC2(O)C(=O)Nc3ccccc32)c1 (configuration not stated)	0.0	-2.3	.	3.5	-1.0	0.3	-2.9	0.5	-0.2
CC(C)COC(=O)c1ccc(NC(=O)C2C3C=CC(C3)C2C(=O)O)cc1 (configuration not stated)	5.6	0.9	-2.1	-0.5	0.5	-6.1	-2.1	-0.8	-4.8
CCC(C)[C@H]1COCCS(=O)(=O)N1Cc1ccccc1 (some centres not stated)	7.7	2.8	-0.8	3.3	1.6	-2.9	0.3	-0.6	-1.0
COc1ccc(C(=O)C2CC2c2ccc3c(c2)OCO3)cc1 (configuration not stated)	7.0	-0.8	.	2.2	3.0	0.5	1.0	2.8	-6.4
COC(=O)c1ccc(CN2CCCC(CO)(Cc3ccccc3F)C2)cc1 (configuration not stated)	4.6	-1.5	1.2	0.8	0.4	?	-3.8	-5.2	1.6
CCOc1ccccc1NC(=O)Nc1ccc2c(c1)CCC2	8.2	-0.7	1.1	-3.4	5.3	-3.2	-1.3	-1.0	-1.7
CC1=C(C(=O)OCc2ccccc2)C(c2ccc3c(c2)OCO3)NC(=O)N1CCCC(=O)O (configuration not stated)	-2.0	-0.2	-0.6	-0.4	0.4	-5.7	-1.1	-0.3	-5.1

Next section.
SMILES	GDH-TPI inh	UGM FP inh	BioA inh	FBA Mtb inh	PfHsp40 yeast	BoNT-F LC inh	FadD28 binding	BoNT A protease	Anthrax LF inh2
CCN(CC)S(=O)(=O)c1cccc(C(=O)Nc2ccc(S(=O)(=O)NC3=NCCCCC3)cc2)c1	5.5	-0.3	1.6	-0.2	-0.9	20.2	0.3	2.3	6.5
Cc1ccsc1/C=N/NC(=O)C(N)=O	13.2	-0.7	.	1.2	0.9	4.1	-1.1	0.5	-4.0
Cc1cccc2c(C(=O)n3cccn3)cc(-c3ccccc3Cl)nc12	2.2	1.6	.	2.2	-1.5	0.2	-2.6	0.0	-2.3
CC(C)C(C(=O)NCc1ccco1)N(Cc1ccco1)C(=O)CNS(=O)(=O)c1ccccc1 (configuration not stated)	-7.3	-1.1	0.9	-2.7	-1.6	1.6	0.8	-0.7	-5.7
Cc1ccc(CC2CC(=O)N(c3nc(C)cc(C)n3)C2=O)cc1 (configuration not stated)	1.9	0.7	.	0.2	3.9	-0.9	0.4	-0.7	-4.7
CCC1(C)CC(C#N)(C#N)C(=O)NC1=O (configuration not stated)	.	.	.	-0.1	.	0.5	-0.6	-0.1	-0.6
CCCCN(Cc1ccccc1)C1CCN(Cc2ccccc2)CC1	15.4	-1.2	1.9	-1.1	-0.4	?	-1.4	?	-4.2
O=C(CCc1nnc(CCCCc2ccccc2)o1)N(CCO)Cc1ccccc1	12.2	-2.6	4.0	3.1	0.2	-6.0	-3.5	-1.9	7.5
Cc1nn2c(NCCN3CCOCC3)c3c(nc2c1-c1ccccc1)CCCC3	-3.1	2.7	2.5	5.1	-0.7	?	-1.3	-0.6	-3.7
CNC(=O)c1csc(Cc2c(Cl)sc3ccc(Cl)cc23)n1	-5.7	-1.7	-3.4	-0.4	9.9	?	-3.3	?	-4.5
c1cn2c(-c3ccc(N4CCOCC4)cc3)cncc2n1	20.4	.	-1.0	2.5	.	-2.9	-0.4	-0.2	-3.0
CN1CCN(c2ncnc3c2ncn3[C@H]2CN(Cc3ccc(C(=O)O)cc3)C[C@@H](CO)O2)CC1	-3.6	.	-1.7	3.4	.	1.3	0.5	0.2	-3.5

(cont.)
SMILES	GDH-TPI inh	UGM FP inh	BioA inh	FBA Mtb inh	PfHsp40 yeast	BoNT-F LC inh	FadD28 binding	BoNT A protease	Anthrax LF inh2
CCN(CC)CCCn1c2c(c(SCC(=O)Nc3cccc(C)c3C)nc1=O)CCC2	3.2	-2.1	.	-1.1	-0.6	-11.1	1.9	-3.6	0.3
O=C(Nc1ccc(Cl)cc1C(=O)O)c1ccc2c(c1)C(=O)N(Cc1ccco1)C2=O	4.0	7.9	0.4	1.7	4.6	-0.9	6.5	-0.7	-1.8
COc1cc(C(=O)NCc2ccc(-n3cccc3)cc2)cc(OC)c1OC	-0.6	0.5	.	0.7	-0.5	-0.9	-2.5	-2.1	-7.2
CCN(C(=O)CSc1ncccn1)c1cccc2ccccc12	5.7	2.3	31.8	0.9	-0.2	3.6	-1.2	0.2	-7.1
CCCCN1C(=O)C(CC(=O)NCCN2CCOCC2)CC(C(=O)N(C)C)=C1C (configuration not stated)	-7.1	.	2.3	-2.5	.	-4.4	-4.0	0.0	-2.7
O=C(Nc1ccc(S(=O)(=O)Nc2nccs2)cc1)c1cc(=O)[nH]c2ccccc12	3.3	4.7	0.9	4.3	1.9	-4.3	-0.3	-0.7	-1.0
C=CCC1NS(=O)(=O)OC2CCCCC12 (configuration not stated)	2.6	-1.6	-0.7	1.4	-0.1	-8.9	-4.7	0.3	2.8
O=C(CSCc1cnn(-c2ccccc2)c1-n1cccc1)NCc1ccccn1	1.9	-0.4	-1.2	4.4	0.1	-3.5	-1.6	-0.9	-2.9
O=C(CSc1nc2ccccc2s1)NNC(=S)Nc1ccc(Br)cc1	2.3	0.8	-4.4	-1.7	-1.3	9.5	-5.8	0.3	-1.0
COc1ccc(-c2n[nH]c(=S)n2-c2ccc(C)cc2C)cc1	-6.6	-2.0	0.6	8.7	-0.4	?	-3.8	-1.1	23.8
CCNC(=S)N/N=C/c1c(Cl)cccc1Cl	5.0	-0.5	.	-3.0	-1.5	-2.8	-3.8	-0.2	-1.0
CC[C@H](C)/C=C(C)/C=C/C1=CC2=C(Cl)C(=O)[C@@](C)(OC(C)=O)C(=O)C2=CO1	.	0.7	.	.	23.4	0.9	.	-0.8	3.4

Continued, overlapping the part above by 3 compounds.
SMILES	GDH-TPI inh	UGM FP inh	BioA inh	FBA Mtb inh	PfHsp40 yeast	BoNT-F LC inh	FadD28 binding	BoNT A protease	Anthrax LF inh2
COc1ccc(-c2n[nH]c(=S)n2-c2ccc(C)cc2C)cc1	-6.6	-2.0	0.6	8.7	-0.4	?	-3.8	-1.1	23.8
CCNC(=S)N/N=C/c1c(Cl)cccc1Cl	5.0	-0.5	.	-3.0	-1.5	-2.8	-3.8	-0.2	-1.0
CC[C@H](C)/C=C(C)/C=C/C1=CC2=C(Cl)C(=O)[C@@](C)(OC(C)=O)C(=O)C2=CO1	.	0.7	.	.	23.4	0.9	.	-0.8	3.4
CCO/C=C1\C(=O)N(c2ccccc2)C(=O)c2ccccc21	-6.2	-2.6	-2.1	15.4	?	1.3	-5.6	-0.2	-3.4
O=C1CC(C(=O)N2CCc3ccccc32)CN1c1ccccc1 (configuration not stated)	-6.0	2.5	-1.2	-0.3	1.5	17.1	-2.3	4.0	0.5
COc1ccc(C2SCCN2C(=S)Nc2ccc(Cl)cc2)cc1 (configuration not stated)	4.4	0.7	3.5	-2.3	2.8	-2.1	-1.6	1.6	-7.5
COc1cc2nc(=S)n3[nH]c(CCn4nc(C)cc4C)nc3c2cc1OC	12.4	2.5	-1.2	-1.4	-0.4	-4.0	-2.0	0.4	1.0
CCSc1ccccc1C(=O)Nc1cc(C)on1	-5.0	2.6	-1.0	4.9	0.1	3.9	?	1.0	-4.6
Cc1ccc(NC(=O)CCC(=O)NNC(=O)COc2ccc([N+](=O)[O-])cc2)c(C)c1	15.1	-1.2	-0.3	2.3	-1.5	3.4	-0.5	1.1	-0.1
Cc1cccc(NC(=O)c2ccccc2NC(=O)Cc2ccccc2)c1C	14.2	-1.9	-0.5	0.7	-0.1	-15.9	-1.7	-1.5	0.6
Cc1[nH]n(-c2cccc([N+](=O)[O-])c2)c(=O)c1-c1ccccc1	-3.1	2.0	-1.5	-0.7	-0.1	-1.1	1.1	-0.9	-0.9
Fc1cnc(N2CCN(c3ccccc3)CC2)nc1N1CCN(c2ccccc2)CC1	3.3	1.1	.	0.4	-0.9	-23.4	0.8	-3.8	-5.2
c1ccc(C[n+]2ccc3ccccc3c2)cc1	6.1	-0.7	.	1.6	0.3	?	-2.6	-2.6	-13.6
Cc1cc(Br)ccc1NC(=O)CN(C)C(=O)C1CCN(C(=O)c2ccc(Cl)cc2)CC1	3.8	.	-1.6	-1.4	-0.5	-3.8	-3.2	1.8	-4.9
Cc1c(CNCCc2ccccc2Cl)c(C(=O)O)c(C)n1-c1ccccc1	-4.4	1.1	.	-3.3	-1.9	-28.0	-2.0	-2.6	-9.2
CCCOc1ccccc1N/C(=N/c1nc(C)cc(C)n1)NC(=O)COc1ccc(OC)cc1	-4.3	3.8	-1.3	-0.1	-1.2	-23.9	-2.1	-1.1	-3.0
CNc1sc(C(=O)c2ccccc2F)c(N)c1-c1nc2ccccc2s1	13.9	-2.4	-0.9	-0.9	1.8	?	-0.6	?	-13.0
COC(=O)C1=C(c2ccc(F)cc2F)C[C@@H]2CC[C@H]1N2C(=O)NCCO	-7.7	1.6	-0.3	-0.4	0.2	-4.3	-4.2	-0.3	3.4
